# aGlu spleen mod: qHTS Assay for Inhibitors and Activators of Human alpha-Glucosidase From Spleen Homogenate; Potency, µM (doses to about 79.9 µM), for inactives: at the highest dose activity change, negative = inhibition, actives largely listed as inhibitors; AID 2112, 2009; human spleen homogenate, 4-MU-alpha-glucoside fluorescence; Lysosomal alpha-glucosidase (Homo sapiens), P10253; actives 0.006% (n = 240,000);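 also: 0% = enzyme with vehicle and -100% = no enzyme basal signal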
#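 Enzyme source: human spleen homogenate, 1 ug/well. Buffer 50 mM citric acid/K phosphate pH 5.0, 0.01% Tween-20. 4-MU-alpha-glucoside 1 mM; 37 C x 40 min; NaOH/glycine stop; fluorescence.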
# GLA spleen mod: qHTS Assay for Inhibitors and Activators of Human alpha-Galactosidase From Spleen Homogenate | Alpha-galactosidase A (Homo sapiens), P06280 | human spleen homogenate, 4MU-alpha-Gal fluorescence, 40 min | Potency, µM (titrated, usually from 80 µM), without a hit: at the top dose activity change, negative = inhibition, actives largely listed as inhibitors | actives 0.008% (n = 240,000) | AID 2107, 2009;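 also: 0% = enzyme with vehicle and -100% = no enzyme basal signal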
# Target sequence (P06280 32-429 limits assumed): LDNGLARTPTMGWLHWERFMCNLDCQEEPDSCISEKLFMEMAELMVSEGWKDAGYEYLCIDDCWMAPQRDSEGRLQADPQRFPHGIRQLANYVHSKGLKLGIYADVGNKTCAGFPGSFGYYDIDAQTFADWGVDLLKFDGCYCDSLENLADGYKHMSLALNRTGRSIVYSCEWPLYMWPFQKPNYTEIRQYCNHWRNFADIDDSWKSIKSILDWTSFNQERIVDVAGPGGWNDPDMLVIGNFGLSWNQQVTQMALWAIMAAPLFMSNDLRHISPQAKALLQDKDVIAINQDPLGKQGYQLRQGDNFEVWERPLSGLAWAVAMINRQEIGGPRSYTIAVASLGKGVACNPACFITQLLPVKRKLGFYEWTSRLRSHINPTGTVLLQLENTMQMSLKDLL
#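 Fluorogenic readout (Ex 365/Em 440 nm) of 4-methylumbelliferone released from 1 mM 4-MU-alpha-galactoside by spleen homogenate, 40 min at 37C, pH 5.0. Data normalized to no-enzyme and enzyme controls; Hill-equation AC50 from compound titrations.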
# GAA inhib: qHTS Assay for Inhibitors of Human alpha-Glucosidase as a Potential Chaperone Treatment of Pompe Disease | AID 1466, 2008 | Potency, µM (titrated, usually from 76.9 µM), inactives show at the top dose activity change, negative = inhibition, hits mostly inhibitors | purified human GAA, 4-MU-alpha-glucoside fluorescence | actives 0.005% (n = 200,000);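 also: plate controls were uninhibited enzyme wells for no effect and no-enzyme background for full effect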
#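 Fluorescence at Ex 365/Em 440 nm from 4-methylumbelliferone reported enzyme activity after 20 min at room temperature. Reactions used 4 nM enzyme and 400 uM substrate at pH 5.0; curves fitted with the Hill equation.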
# HTT ATP protect: qHTS Multiplex Assay to Identify Dual Action Probes in a Cell Model of Huntington: Cytoprotection (ATP); PC12 HTT-Q103 induced, cytoprotection, ATP luminescence, 40 h; Potency, µM (top dose mostly 56.4 µM), for inactives: cytoprotection (ATP increase), hits mostly activators; actives 0.14% (n = 230,000); AID 1471, 2008;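 also: % of control where 0% means no effect; nearly all actives have a fitted effect of over 45% in size; toxic huntingtin expression switched on by the ecdysone agonist tebufenozide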
#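 Readout: ATPlite luminescence (ATP level). Model: stable PC12, inducible Htt exon1 Q103-GFP. Inducer: tebufenozide, 100 nM final. Compounds: dose series. No G418 in medium.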
# GAA glycogen: qHTS Assay for Inhibitors and Activators of Human alpha-Glucosidase Cleavage of Glycogen | Lysosomal alpha-glucosidase (Homo sapiens), P10253 | recombinant GAA, glycogen substrate, Amplex Red glucose oxidase fluorescence | Potency, µM (series often up to 76.4 µM), inactives show top-dose activity change, negative = inhibition, actives largely listed as inhibitors | actives 0.38% (n = 300,000) | AID 2100, 2009;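 also: 0% = full enzyme reaction and -100% = no-enzyme basal signal; the screen sought inhibitors and activators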
#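 Recombinant human enzyme (4 nM); glycogen substrate; 37 C, 40 min, pH 5.0. Readout: coupled glucose oxidase/Amplex Red fluorescence.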
# Tau fluor cs: Counterscreen qHTS for Inhibitors of Tau Fibril Formation, Fluorescence Polarization | actives 0.93% (n = 280,000) | Potency, µM (series often up to 57.7 µM), for the others: top-dose activity change, negative = decrease | tau K18 P301L Alexa594 fluorescence, heparin fibrillization; also: % is scaled to controls: 0 for no effect and ±100 for the full control effect; nearly all actives have a fitted effect of over 55% in size
#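 Human tau K18 P301L (15 uM unlabeled, 0.24 uM Alexa 594-labeled) in 100 mM sodium acetate pH 7 with 20 uM heparin, 6 hr at 37 C. ThT 30 uM added, 1 hr ambient; Alexa 594 FP and total fluorescence read at 555/632 nm.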
# Tau fibril FP: qHTS for Inhibitors of Tau Fibril Formation, Fluorescence Polarization | Potency, µM (highest dose often 57.7 µM), for inactives: at the top dose activity, negative = inhibition, usual class: inhibitors | K18 P301L tau heparin fibrillization, Alexa594 FP, 6 h | actives 0.39% (n = 280,000) | Microtubule-associated protein tau (Homo sapiens), P10636; also: % is scaled to controls: 0 for no effect and ±100 for the full control effect; nearly all actives have a fitted effect of over 55% in size
# Target sequence (P10636 561-689 P618L limits assumed): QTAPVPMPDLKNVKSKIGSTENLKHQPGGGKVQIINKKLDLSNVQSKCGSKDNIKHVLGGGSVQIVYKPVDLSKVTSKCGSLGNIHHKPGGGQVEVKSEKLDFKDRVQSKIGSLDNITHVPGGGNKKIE
#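 Human tau K18 […] P301L fragment, 15 uM unlabeled plus 0.24 uM Alexa 594-labeled tau (final), with compound and 20 uM heparin in 100 mM sodium acetate pH 7; 6 hr at 37 C, then Alexa 594 FP read.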
# Tau fibril ThT: qHTS for Inhibitors of Tau Fibril Formation, Thioflavin T Binding | recombinant tau K18 P301L (four-repeat tau fragment), heparin-induced fibrillization, ThT fluorescence | Potency, µM (series often up to 57.4 µM), for inactives: top-dose activity, negative = inhibition, actives largely listed as inhibitors | actives 2.1% (n = 270,000) | Microtubule-associated protein tau (Homo sapiens), P10636; also: % is scaled to controls: 0 for no effect and ±100 for the full control effect; nearly all actives have a fitted effect of over 55% in size
#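 Recombinant human tau K18 fragment […] carrying P301L, 15 uM unlabeled plus 0.24 uM Alexa 594-labeled, was fibrillized with 20 uM heparin in 100 mM sodium acetate pH 7 for 6 hr at 37 C; 30 uM ThT fluorescence read after 1 hr.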
# Starred values were filed as active, the others as inactive; ? = inconclusive; nt = not tested or not shown; [ ] = another dose, or the depositor's remark. Calls follow the shape of the dose curve; as a rule, active = well fitted curve in the direction sought with a large enough effect; inconclusive = small, poorly fitted or top-dose-only effect, or another doubt; inactive = no such curve, though single readings can be large; an effect the other way counts as inactive or inconclusive. Potency is read from the fitted curve at half-maximal effect. Random draw from the library (roughly 3.3% active in at least one column).
SMILES,aGlu spleen mod,GLA spleen mod,GAA inhib,HTT ATP protect,GAA glycogen,Tau fluor cs,Tau fibril FP,Tau fibril ThT
CCOC(=O)CC1(CC(=O)OCC)NC(=O)c2c(C)sc(C(=O)OCC)c2N1,-13%,-3%,13%,6%[10 µM],0%,2%,7%,2%
COC(=O)c1sccc1NC(=O)COc1ccc(C)cc1,1%,-4%,9%,-19%,1%,-15%,-1%,-19%
O=C(CN1CCN(S(=O)(=O)c2ccccc2)CC1)Nc1cccc(C(F)(F)F)c1,-5%,-10%,-16%,8%,-6%,-20%,2%,-8%
COc1cccc(CNCCc2c[nH]c3ccccc23)c1OCc1ccccc1F,2%,-5%,-2%,-108%[inhibitor],-3%,?,8%,?
CCOC(=O)N1CCN(C(=O)C2CCN(Cc3ccc(OC)cc3OC)CC2)CC1,-2%,3%,1%,-4%[10 µM],2%,-8%,7%,-2%
O=C(Nc1n[nH]c(C(F)(F)F)n1)c1cccs1,-4%,-4%,-10%,-4%[10 µM],9%,9%,15%,?
O=C(CO/N=C/c1ccc(OC(F)F)cc1)NC1CCCC1,3%,5%,-2%,-7%,-3%,7%,-1%,5%
COc1cc(OC)c(NC(=O)c2ccccc2F)cc1Cl,12%,2%,7%,nt,-4%,-19%,-18%,-2%
COc1ccc(-c2cc(C(F)(F)F)c(C#N)c(SCC(=O)O)n2)cc1OC,3%,3%,nt,1%[10 µM],9%,-7%,3%,?
COc1ccc(OC)c(-n2nnnc2SCC(=O)N2CCN(C(=O)c3ccco3)CC2)c1,0%,3%,7%,15%[10 µM],8%,-2%,-3%,0%
CCc1ccc(NC(=O)c2cnn3c(C(F)F)cc(C)nc23)cc1,-4%,-5%,8%,-9%[10 µM],15%,8%,-5%,-5%
CCCSc1nc(C)cc(=O)[nH]1,-3%,-1%,-1%,-1%,-5%,8%,-1%,4%
Cc1ccc2[nH]c(=O)c(C(c3nnnn3C(C)(C)C)N(Cc3ccco3)CC3CCCO3)cc2c1 (stereo not drawn),4%,6%,-10%,-2%,2%,-2%,5%,-7%
COc1ccc(-n2ccnc2SCC(=O)NC2CCCC2)c(OC)c1,-4%,-5%,10%,-32%[inhibitor],6%,9%,3%,0%
O=C(/C=C/Nc1ccc(OC(F)(F)F)cc1)C(F)(F)F,?,10%,3%,12%,10%,-7%,1%,-1%

# Seven records picked at random from the list so far:
SMILES,aGlu spleen mod,GLA spleen mod,GAA inhib,HTT ATP protect,GAA glycogen,Tau fluor cs,Tau fibril FP,Tau fibril ThT
COc1cc(OC)c(NC(=O)c2ccccc2F)cc1Cl,12%,2%,7%,nt,-4%,-19%,-18%,-2%
O=C(Nc1n[nH]c(C(F)(F)F)n1)c1cccs1,-4%,-4%,-10%,-4%[10 µM],9%,9%,15%,?
COc1ccc(-c2cc(C(F)(F)F)c(C#N)c(SCC(=O)O)n2)cc1OC,3%,3%,nt,1%[10 µM],9%,-7%,3%,?
CCOC(=O)N1CCN(C(=O)C2CCN(Cc3ccc(OC)cc3OC)CC2)CC1,-2%,3%,1%,-4%[10 µM],2%,-8%,7%,-2%
Cc1ccc2[nH]c(=O)c(C(c3nnnn3C(C)(C)C)N(Cc3ccco3)CC3CCCO3)cc2c1 (stereo not drawn),4%,6%,-10%,-2%,2%,-2%,5%,-7%
O=C(CN1CCN(S(=O)(=O)c2ccccc2)CC1)Nc1cccc(C(F)(F)F)c1,-5%,-10%,-16%,8%,-6%,-20%,2%,-8%
COC(=O)c1sccc1NC(=O)COc1ccc(C)cc1,1%,-4%,9%,-19%,1%,-15%,-1%,-19%

# The list goes on.
SMILES,aGlu spleen mod,GLA spleen mod,GAA inhib,HTT ATP protect,GAA glycogen,Tau fluor cs,Tau fibril FP,Tau fibril ThT
C=CCNc1cc(C)oc(=O)c1C(=O)CC,0%,-11%,?,2%,-17%,0%,-2%,-2%
Cc1cc(NC(=O)CSc2nnc(-c3ccccc3)n2C)no1,2%,-3%,1%,1%[10 µM],8%,-7%,3%,-1%
CCC(=O)NC(c1cccc([N+](=O)[O-])c1)c1c(OC(C)=O)ccc2ccccc12 (stereo not drawn),-4%,-9%,-8%,8%[10 µM],-2%,-8%,-2%,-5%
CC(=O)c1nc(N2C(=O)CC(Cc3cc(C)cc(C)c3)C2=O)sc1C (stereo not drawn),-13%,-9%,-4%,9%[10 µM],12%,-12%,-1%,-10%
CCCN(C(=O)c1ccccc1N)c1c(C)n(C)n(-c2ccccc2)c1=O,-2%,5%,-1%,-2%[10 µM],-11%,3%,1%,-9%
C(=N\Nc1ccc2ccccc2n1)/c1ccc2c(c1)OCCO2,-1%,-4%,?,-148%[inhibitor],-29%,?,4%,?
NS(=O)(=O)c1ccc(O)c(N2C(=O)c3cccc4c(C(=O)c5ccccc5)ccc(c34)C2=O)c1,-10%,0%,-6%,-13%,-2%,-16%,10%,-8%
O=C(NCC1CCCO1)c1ccc(CS(=O)(=O)c2c(Cl)cccc2Cl)o1 (stereo not drawn),2%,3%,-1%,-12%,-21%,-3%,7%,-7%
COc1cccc(OCCn2cc(C(=O)c3ccco3)c3ccccc32)c1,-17%,-5%,-5%,-16%[0.074 µM],-7%,-30%,-3%,-1%
COc1ccccc1C(=O)NC1(C(F)(F)F)C(=O)Nc2c1c(=O)[nH]c(=O)n2-c1ccc(F)cc1 (stereo not drawn),nt,nt,nt,nt,2%[76.3 µM],-16%,3%,-11%
Cc1cc(C)cc(Nc2cc(-c3ccccc3)nc(C)n2)c1,nt,nt,nt,nt,-12%[76.3 µM],?,-2%,?
CNc1oc(-c2ccccc2)nc1C#N,-15%,10%,1%,-10%,?,-5%,6%,-11%
O=[N+]([O-])c1ccc(S(=O)(=O)NCC2CCCO2)cc1 (stereo not drawn),-1%,-1%,0%,6%[10 µM],2%,-1%,6%,-2%
O=C(O)c1ccc(-n2cccc2/C=C2/NC(=O)N(c3ccccc3)C2=O)cc1,-1%,5%,nt,-9%[10 µM],-1%,1%,3%,nt
Cc1ccc(S(=O)(=O)c2cn(Cc3ccccc3)c3cc(N4CCOCC4)c(F)cc3c2=O)cc1,nt,nt,nt,nt,-6%[76.3 µM],-9%,-3%,-1%

# Brought forward from above: 3 entries; new compounds follow.
SMILES,aGlu spleen mod,GLA spleen mod,GAA inhib,HTT ATP protect,GAA glycogen,Tau fluor cs,Tau fibril FP,Tau fibril ThT
O=[N+]([O-])c1ccc(S(=O)(=O)NCC2CCCO2)cc1 (stereo not drawn),-1%,-1%,0%,6%[10 µM],2%,-1%,6%,-2%
O=C(O)c1ccc(-n2cccc2/C=C2/NC(=O)N(c3ccccc3)C2=O)cc1,-1%,5%,nt,-9%[10 µM],-1%,1%,3%,nt
Cc1ccc(S(=O)(=O)c2cn(Cc3ccccc3)c3cc(N4CCOCC4)c(F)cc3c2=O)cc1,nt,nt,nt,nt,-6%[76.3 µM],-9%,-3%,-1%
COc1ccc(C(=O)O)cc1NC(=S)NC(=O)c1ccc(-c2ccc(Cl)cc2)o1,-1%,2%,?,-68%[inhibitor],13%,?,-15%,?
CCCCNC(=O)c1cc2cc(CC)ccc2[nH]1,5%,21%,nt,-6%[10 µM],-7%,-11%,13%,nt
CCOc1ccc(CN2CCN(Cc3cccn3-c3nccs3)CC2CCO)cc1 (stereo not drawn),-4%,3%,nt,11%[10 µM],-3%,-11%,-1%,-11%
CCCC(=O)Nc1cc(C)c(O)c(-c2nc3ncccc3o2)c1,nt,nt,nt,nt,7%[76.3 µM],-7%,-1%,-4%
CCC(C)(C(=O)NC1CCCCC1)N(Cc1cccs1)C(=O)CC1NC(=O)NC1=O (stereo not drawn),-7%,-8%,0%,34%[10 µM],14%,-3%,1%,1%
COc1cc(/C=C2\SC(=S)N(NC(=O)c3ccncc3)C2=O)ccc1O,-3%,-5%,nt,-13%[10 µM],-11%,-16%,0%,?
COc1cccc(N2C(=O)C(Cc3c[nH]c4ccccc34)NC2=S)c1 (stereo not drawn),2%,0%,-2%,-16%[10 µM],?,-8%,6%,-8%
COC(=O)C(NC(=O)c1cccnc1Cl)C(C)C (stereo not drawn),-10%,-4%,nt,18%[10 µM],4%,-17%,-4%,nt
COc1ccc(CCNC(=O)COC(=O)/C=C/c2ccc(OCC#N)c(OC)c2)cc1OC,8%,-1%,-1%,31%[0.074 µM],8%,6%,1%,-2%
COc1cc(/C=C2\SC(=S)N(CC(=O)Nc3ccccn3)C2=O)cc(OC)c1OC,-16%,-1%,-4%,39%[10 µM],-12%,?,-7%,?
Cc1nc(N2CCCC2C(=O)O)c2oc3ccccc3c2n1 (stereo not drawn),5%,5%,-1%[15.4 µM],-13%,-8%,0%,4%,-11%
COc1ccc(NC(=O)c2ccc(C(=O)c3ccccc3)o2)cc1,3%,11%,-7%,-9%[0.074 µM],-4%,-10%,-6%,?
c1ccc(OCc2noc(CN3CC[C@@H]4CCCC[C@H]4C3)n2)cc1,3%,2%,6%,8%[10 µM],-5%,-7%,9%,-14%

# Screens from PubChem.
